Cl transport mod – modulates chloride dependent transport by human KCC2; KCC2 cells, thallium flux FluoZin-2 fluorescence; B-score of Tl+ flux slope (higher = more flux/activation; lower = inhibition) at 10 µM; actives 2.2% (n = 190,000);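 active = thallium flux slope and its plate-corrected score both differing from the plate sample mean at a set confidence after two filtering rounds, in either direction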;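 also: slope of fluorescence scaled to starting intensity during 10 to 20 s after thallium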
eIF4E 4G PPI – eIF4E/eIF4G interaction inhibition in translation initiation. P63073+Q04637. TR-FRET eIF4E-eIF4GI(517-606) binding, 2 h. inhibition, % at 21.7 µM. actives 0.37% (n = 220,000). AID 782;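 also: 0% = full FRET control wells and 100% = background wells lacking eIF4GI fragment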
14-3-3 Bad PPI – disrupts binding of bovine 14-3-3 zeta to phospho-Bad peptide | P63103 | TR-FRET 14-3-3zeta/Dy647-pBad peptide displacement, 1 h | inhibition, % at 21.7 µM | actives 0.71% (n = 220,000);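 active = inhibition above about 70%, limit read from the data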;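 also: 0% = full 14-3-3 plus peptide FRET controls and 100% = background without 14-3-3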
EBV gp42 block – blocks Epstein-Barr virus glycoprotein 42 binding | Q1HVG2 | Fluorescence polarization binding assay, mP read-out | inhibition, % (tested at 21.74 µM) | AID 1085 | actives 0.42% (n = 220,000); in the data active = inhibition above about 50%
KLK5 inh – blocks human kallikrein 5 protease activity. Q9Y337. recombinant hK5, fluorogenic AMC substrate cleavage. inhibition, % at 5 µM. actives 0.59% (n = 210,000). AID 873;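 active = inhibition of 40% or more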;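 also: 0% = enzyme controls without compound and 100% = no-enzyme blanks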
Furin inh – inhibitors of human furin | P09958 | purified furin, fluorogenic substrate cleavage | inhibition, % at 30 µM | actives 0.061% (n = 220,000) | AID 463115; in the data active = inhibition above about 25%; also: inactives centre near -15
Target sequence (P09958 108-714 limits assumed): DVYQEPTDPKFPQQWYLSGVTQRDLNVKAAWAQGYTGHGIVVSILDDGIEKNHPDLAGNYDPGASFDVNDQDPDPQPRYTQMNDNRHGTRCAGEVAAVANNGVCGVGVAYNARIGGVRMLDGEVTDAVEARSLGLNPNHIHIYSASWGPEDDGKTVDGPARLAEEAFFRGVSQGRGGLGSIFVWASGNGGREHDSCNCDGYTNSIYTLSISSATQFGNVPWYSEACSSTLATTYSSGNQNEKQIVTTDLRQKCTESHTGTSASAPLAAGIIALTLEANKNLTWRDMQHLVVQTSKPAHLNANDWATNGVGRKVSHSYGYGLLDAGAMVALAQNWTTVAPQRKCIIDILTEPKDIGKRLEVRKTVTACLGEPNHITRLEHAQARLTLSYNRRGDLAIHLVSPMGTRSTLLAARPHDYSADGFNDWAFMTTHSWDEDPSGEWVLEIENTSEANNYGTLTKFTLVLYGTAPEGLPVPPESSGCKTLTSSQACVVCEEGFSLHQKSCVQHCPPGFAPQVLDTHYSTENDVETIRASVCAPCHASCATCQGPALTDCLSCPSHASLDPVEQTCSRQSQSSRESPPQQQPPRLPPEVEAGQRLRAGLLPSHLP
Thrombin inh – blocks human thrombin protease activity; P00734; actives 0.26% (n = 220,000); alpha-thrombin, Boc-VPR-AMC fluorogenic substrate cleavage; inhibition, % at 5 µM;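 active = inhibition at or above 40%; inactive = inhibition below 40%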;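 also: 0% = enzyme with no compound and 100% = wells without enzyme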
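Material: human alpha-thrombin protein; Also added: Boc-VPR-AMC substrate, 15 µM final; Timing: enzyme reaction carried out at room temperature; Signal: fluorescence, ex 355 nm, em 460 nm; Measure: % inhibition of thrombin; Controls: enzyme without compound as high, wells lacking enzyme as low.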
NCF1 inh – inhibitors of human p47phox binding; P14598; p47phox/p22phox peptide binding, fluorescence polarization, 2 h; inhibition, % at 24.7 µM; actives 0.53% (n = 220,000); AID 1274;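 also: 0% = p47phox with labelled peptide and 100% = labelled peptide alone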
Target sequence (P14598 whole entry, looked up): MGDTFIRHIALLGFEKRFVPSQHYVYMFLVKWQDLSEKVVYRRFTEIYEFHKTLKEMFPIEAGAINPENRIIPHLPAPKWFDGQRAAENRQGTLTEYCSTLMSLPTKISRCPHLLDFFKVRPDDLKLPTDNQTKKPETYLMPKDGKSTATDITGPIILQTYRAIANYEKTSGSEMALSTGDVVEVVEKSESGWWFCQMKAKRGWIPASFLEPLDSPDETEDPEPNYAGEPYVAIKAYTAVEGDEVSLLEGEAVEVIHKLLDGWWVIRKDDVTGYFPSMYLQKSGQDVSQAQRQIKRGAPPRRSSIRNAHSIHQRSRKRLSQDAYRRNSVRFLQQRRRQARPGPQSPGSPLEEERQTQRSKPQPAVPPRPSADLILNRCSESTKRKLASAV
Rad51 HR inh – blocks human Rad51 in homologous recombination; Q06609; hRad51 DNA strand exchange, fluorescence dequenching; inhibition, % at 10 µM; actives 0.085% (n = 200,000); AID 1385;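 active = inhibition above 40% at the single screening dose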;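 also: 0% = DMSO control wells and 100% = blanks with heterologous ssDNA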
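Test system: preformed human Rad51 ssDNA filaments; also added: Donor/quencher-labelled 47-bp dsDNA substrate; doses: 10 µM final, single point; times: 37 °C 15-min filament assembly, 30-min compound preincubation, 15-min exchange; detection: FRET fluorescence dequenching, excitation 485 nm, emission 520 nm; read-out basis: Fluorescence-based percent inhibition, control- and blank-normalised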
Active calls of the source: *; / = no result given; [ ] = remark or other dose.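 The calls were made as follows, unless noted: active = inhibition above about 30% (limit read from the data); inactive = the rest.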 Not a hit list; 4.7% or so of the library scored in one or more.

| compound | Cl transport mod | eIF4E 4G PPI | 14-3-3 Bad PPI | EBV gp42 block | KLK5 inh | Furin inh | Thrombin inh | NCF1 inh | Rad51 HR inh |
| --- | --- | --- | --- | --- | --- | --- | --- | --- | --- |
| CCO[C@@H]1OC(C(=O)N2CCOCC2)=C[C@H](c2ccc(Br)cc2)[C@H]1CCCO | 0.55 | 5 | 3 | -3 | 0 | -29 | -7 | 11 | 1 |
| CCCNc1c(NC(C)=O)c(=O)oc2ccccc12 | 0.67 | -1 | -25 | 6 | -4 | -10 | 4 | -7 | / |
| COC(=O)c1ccc(C(=O)Nc2ccc3nc(-c4cccnc4)[nH]c3c2)cc1 | -0.23 | 6 | -20 | 0 | 3 | -11[20 µM] | -2 | -9 | -2 |
| Cc1cccc(-c2nc(CSCC(=O)NCc3cccs3)c(C)o2)c1 | -2.4 | 0 | -11[fluorescence artefact?] | -3 | -15 | -14[20 µM] | 2 | -9 | 0 |
| N#Cc1ccc(/C=C/C(=O)c2ccccc2)cc1 | / | 4 | 2 | -5 | 2 | 1 | 1 | -14 | -3 |
| O=c1cc(CN2CCN(S(=O)(=O)/C=C/c3ccccc3)CC2)c2ccc(O)cc2o1 | 0.14 | 0 | -8 | 13 | -23 | -24 | 2 | -34 | / |
| COc1cccc(CNn2cnnc2)c1O | 0.33 | 4 | -14 | -5 | 13 | -32 | -8 | -4 | -22 |
| COc1ccc(C(=O)N(c2ccc(OC)cc2)S(=O)(=O)c2cccs2)cc1 | -0.56 | 5 | -1[fluorescence artefact?] | -10 | -16 | -3 | -5 | -15 | -2 |
| c1ccc(-c2noc(-c3cccnc3)n2)nc1 | 0.52 | 4[fluorescence artefact?] | -10 | -21 | -1 | -13[20 µM] | -7 | -7 | -5 |
| NNC(=O)c1nc(Cl)c(Cl)c(N)c1Cl | 0.011 | -7 | -5 | -9 | 3 | -22 | 0 | 0 | 15 |
| Cc1nc(CNS(=O)(=O)c2ccc3c(c2)CCCC3)cs1 | 0.012 | 2 | 10[fluorescence artefact?] | -13 | -2 | -25 | -3 | -3 | -4 |
| CCOC(=O)c1sc(NC(=O)CSc2nc3c(c(=O)n2-c2ccc(C)cc2)SCC3)c(C(=O)OCC)c1C | 0.28 | 4[fluorescence artefact?] | -4 | -15 | -11 | -12 | -1 | -17 | -10 |
| COC(=O)c1ccc(NC(=O)CCN2CCN(Cc3ccccc3)CC2)cc1 | -1.9 | -4 | 4 | -2 | -12 | -7[20 µM] | -1 | 0 | 0 |
| Cc1ccc(C2C(C(=O)O)c3ccccc3C(=O)N2C)o1 (centres undefined) | / | -5[fluorescence artefact?] | -11[fluorescence artefact?] | 1 | -12 | -19[20 µM] | -10 | -2 | 5 |
| O=C(OCc1ccccc1)c1cccnc1Cl | / | -11 | -5 | -14 | 0 | -7 | -11 | -6 | 8 |
| Clc1ccc(CNCCC2=CCCCC2)cc1 | 0.25 | 2 | 5 | 1 | -7 | -3[20 µM] | 1 | -5 | 3 |
| OC(CN1CCN(Cc2ccccc2)CC1)c1ccccc1 (centres undefined) | / | 0 | -4 | -10 | 6 | -19 | 0 | -1 | -3 |
| Fc1ccc(CN2CCSCC2)cc1Br | 0.25 | -1 | 58[fluorescence artefact?] | -10 | -6 | -21 | 3 | -3 | 2 |
| COc1ccc(C2=NOC(C(=O)Nc3ccc(C(C)=O)cc3)C2)cc1OC (centres undefined) | 0.63 | 0 | -1 | -10 | -14 | -27 | -11 | -21 | 4 |
| Nc1nnc(COc2ccc(Br)cc2Br)s1 | / | -7 | 15 | -19 | -15 | -15 | -3 | -1 | 0 |
| COc1cccc(C2C(C(=O)c3cccs3)=C(O)C(=O)N2CCN(C)C)c1OC (centres undefined) | -0.57 | / | / | -12 | -3 | -8[20 µM] | 4 | -5 | 4 |
| CCOc1cc(/C=N/NC(=O)CSc2nncn2C)ccc1OCc1ccccc1 | -0.12 | 8 | 30[fluorescence artefact?] | -13 | -11 | -10 | -2 | -21 | -12 |
| CC(C)C(=O)Nc1ccc(C(=O)NNC(=O)c2cccs2)cc1 | -0.65 | -3 | -12 | -1 | -15 | -6 | -7 | -11 | 5 |
| c1ccc(OCCn2cnc3ccccc32)cc1 | / | 1 | -14 | -12 | -22 | -18[20 µM] | -3 | -9 | 4 |
| Cc1nn(C)cc1-c1cc(C(=O)O)c2ccccc2n1 | 2.7 | 2 | 17 | -10 | -5 | -29 | -7 | -15 | 2 |
| Cc1cc(C)c2c(N)c(S(=O)c3ccc(C(C)(C)C)cc3)sc2n1 (centres undefined) | / | 4 | -15 | -8 | 2 | -12[20 µM] | 4 | -6 | -3 |
| CCC(=O)N1CCN=C1SCc1ccccc1Cl | 0.37 | 1[fluorescence artefact?] | 8 | -13 | 2 | -7 | -2 | -5 | 10 |
| COC(=O)c1sccc1-n1cccc1C(=O)N1CCOCC1 | 0.033 | 3[fluorescence artefact?] | -12 | -6 | -16 | -15[20 µM] | 6 | -2 | -11 |
| CCC(=O)Oc1oc(-c2ccccc2)nc1C=Nc1ccccc1OC | -0.72 | 5 | 3 | 5 | 8 | -19[20 µM] | 7 | -6 | 6 |
| COc1ccc(OC)c2c(N)c(C#N)c(C(F)(F)C(F)(F)F)nc12 | 0.015 | 1 | 2 | 10 | 16 | -13[20 µM] | -6 | -7 | -10 |
| O=S(=O)(CCSc1nc2ccccc2s1)c1nc2ccccc2s1 | / | 3 | 1 | -8 | 6 | -12[20 µM] | -2 | -2 | 7 |
| Cc1nn(CCc2n[nH]c(=S)n2C2CCCCC2)c(C)c1Br | -0.012 | 5 | 2 | -12 | 3 | -10[20 µM] | -1 | -14 | -4 |
| O=C(O)CC1(CC(=O)N2CCN(CCO)CC2)CCCC1 | 0.5 | 3 | -7 | -6 | -4 | -18 | -10 | -7 | -7 |
| CCc1sc(N(C(=O)Cc2ccccc2)c2ccccc2)nc1-c1ccccc1 | 0.065 | 5 | -6 | -6 | -7 | -21[20 µM] | 1 | -1 | 1 |
| CCc1nc(C)cn1S(=O)(=O)c1cc(Br)ccc1OC | / | -9 | -2 | -7 | -8 | -29 | 3 | -1 | 3 |
| Oc1c(Br)cc(Br)cc1C=NCc1ccc(F)cc1 | -1 | 5 | 39 | -5 | 18 | -13 | -4 | -4 | 7 |
| O=C(OCc1ccc([N+](=O)[O-])cc1)C1CCN(S(=O)(=O)c2ccccc2)CC1 | -0.59 | -5 | -1 | -9 | -26 | -4 | 1 | -5 | -3 |
| CCN(CC(=O)Nc1cc(Cl)ccc1C)C(=O)COc1ccccc1F | -0.96 | -1 | -10 | -7 | 0 | -37 | -13 | -5 | 0 |
| CCOC(=O)c1c(N2C(=O)CC(Sc3ccccc3C(=O)O)C2=O)sc(C)c1C (centres undefined) | -0.53 | 0 | 0 | -18 | 0 | -16 | -2 | 0 | 23 |
| CN(C)c1ccc(-c2noc(C3CCN(S(=O)(=O)c4cccc(C(=O)O)c4)CC3)n2)cc1 | -0.12 | 3 | -10 | -10 | -9 | -13[20 µM] | 3 | -8 | -4 |
| CCOC(=O)C1CCCN(c2ncnc3c2cnn3-c2ccc(Cl)cc2)C1 (centres undefined) | 0.057 | 7 | 3 | -14 | 7 | -2 | -4 | -4 | -6 |
| COc1cccc(N2C(=O)C3CCCN3C2c2ccc(F)cc2)c1 (centres undefined) | / | -2 | -2 | -15 | -8 | -20 | -1 | -25 | -2 |
| COc1cccc(-n2nnnc2SCC(=O)NCc2ccco2)c1 | 0.015 | 1[fluorescence artefact?] | 4[fluorescence artefact?] | -27 | -14 | 7[20 µM] | -9 | -7 | 5 |
| O=C1NC(=O)C(=C2CCCCCC2)S1 | -0.67 | 4 | 12 | -16 | -3 | -7 | -1 | 5 | 1 |
| Cc1cc(C(=O)COC(=O)c2ccc(CO)cc2)c(C)n1CC1COc2ccccc2O1 (centres undefined) | -0.12 | 1[fluorescence artefact?] | -24 | -28 | -9 | -8 | -1 | -80 | -4 |
| CCc1cc(CNC(=O)CC2C(=O)NCCN2CC2CCCCC2)on1 (centres undefined) | -0.73 | 3 | -4 | 8 | -2 | -20 | -11 | 2 | -5 |
| O=C(CSc1ncccc1C(=O)O)NC1CCCCCCC1 | 0.32 | -5 | 2 | -4 | 0 | -21 | -2 | -2 | 5 |
| COc1cccc(CN2CCN(C(=S)NCc3ccc(Cl)cc3)CC2)c1 | -1.2 | -6 | -17 | 13 | 6 | -18 | 2 | 8 | 18 |
| CCCCNc1cc(NC(C)=O)cc2cc(OC)c(OC)cc12 | -0.71 | / | / | / | -21 | -22 | -4 | / | 0 |
| CCOC(=O)C(=CNc1ccc2c(c1)c1ccccc1n2CC)C(=O)OCC | -0.36 | -3 | -2 | -12 | -4 | -11 | -7 | -16 | 9 |

In another format: 2 of the compounds above
Values run as follows: Cl transport mod | eIF4E 4G PPI | 14-3-3 Bad PPI | EBV gp42 block | KLK5 inh | Furin inh | Thrombin inh | NCF1 inh | Rad51 HR inh
O=S(=O)(CCSc1nc2ccccc2s1)c1nc2ccccc2s1
  / | 3 | 1 | -8 | 6 | -12[20 µM] | -2 | -2 | 7
CCc1cc(CNC(=O)CC2C(=O)NCCN2CC2CCCCC2)on1 (centres undefined)
  -0.73 | 3 | -4 | 8 | -2 | -20 | -11 | 2 | -5

Quoted at random: 2 entries already listed.
| compound | Cl transport mod | eIF4E 4G PPI | 14-3-3 Bad PPI | EBV gp42 block | KLK5 inh | Furin inh | Thrombin inh | NCF1 inh | Rad51 HR inh |
| --- | --- | --- | --- | --- | --- | --- | --- | --- | --- |
| O=C1NC(=O)C(=C2CCCCCC2)S1 | -0.67 | 4 | 12 | -16 | -3 | -7 | -1 | 5 | 1 |
| CCN(CC(=O)Nc1cc(Cl)ccc1C)C(=O)COc1ccccc1F | -0.96 | -1 | -10 | -7 | 0 | -37 | -13 | -5 | 0 |

More records follow.
| compound | Cl transport mod | eIF4E 4G PPI | 14-3-3 Bad PPI | EBV gp42 block | KLK5 inh | Furin inh | Thrombin inh | NCF1 inh | Rad51 HR inh |
| --- | --- | --- | --- | --- | --- | --- | --- | --- | --- |
| COC(=O)c1cc(Oc2ccc(C(=O)OC)cc2N)cc(C(=O)OC)c1 | -1.8 | -2 | 12[fluorescence artefact?] | 2 | -19 | -15[20 µM] | -7 | 0 | -10 |
| CCOC(=O)CNC(=O)CSc1nnnn1-c1cc(C)ccc1C | 0.041 | -4 | -6 | -13 | -9 | -16[20 µM] | -3 | -8 | 6 |
| O=c1c2ccccc2cnn1Cc1n[nH]c(=S)n1-c1ccccc1F | 0.76 | -3 | 17 | 6 | -3 | -14 | -2 | -5 | 14 |
| N#CCCn1cc(C(=O)Nc2ccc([N+](=O)[O-])cc2)c(-c2cccs2)n1 | 0.023 | 0 | -1[fluorescence artefact?] | -4 | -5 | -6 | 1 | -11 | / |

Only eIF4E 4G PPI and Cl transport mod, for 2 of the compounds above:
mol | eIF4E 4G PPI | Cl transport mod
O=c1c2ccccc2cnn1Cc1n[nH]c(=S)n1-c1ccccc1F | -3 | 0.76
N#CCCn1cc(C(=O)Nc2ccc([N+](=O)[O-])cc2)c(-c2cccs2)n1 | 0 | 0.023

Screens: PubChem, several laboratories
